Screening data as filed in PubChem BioAssay.
CRFBP-R2 block: blocks CRF-induced signaling of the CRF-BP/CRF-R2 complex. HEK293 CRF-R2/CRF-BP, CRF-induced calcium fluorescence. inhibition, % at 11.8 µM. 350,000 compounds, 0.59% hits. AID 588475;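 active = inhibition of the ligand-induced calcium signal above about 50% at the single tested concentration, limit read from the data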
NS3 helicase inh: HCV NS3 helicase inhibition; NS3 helicase DNA unwinding, Cy5 molecular beacon fluorescence; 290,000 compounds, 0.56% hits; inhibition, % at 10.9 µM; AID 1800;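 active = inhibition above the mean of all tested compounds plus 3 SD, set per campaign, cut at about 35% in these data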;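 note: 0% = DMSO wells and 100% = thioflavine S control wells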
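assay system = NS3 helicase fragment of HCV | buffer or medium = MOPS pH 6.5, MgCl2, DTT, Tween20, BSA | timing = 60 min unwinding reaction at 25 °C after ATP addition | signal = Cy5 beacon fluorescence read at start and 1 h | read-out basis = % inhibition of unwinding | control set = low DMSO, high thioflavine S at 110 µM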
IDE inh: cellular human IDE inhibition; 320,000 compounds, 0.41% hits; AID 434962; P14735; inhibition, % at 5.59 µM; HEK cells, FAbetaB cleavage, fluorescence polarization;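 active = percent inhibition above the average of all tested compounds plus 3 SD, set per screening campaign, cut at about 16% in these data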;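 note: IDE supplied by intact live HEK cells; FP after avidin binding of uncleaved biotin substrate so inhibition keeps polarization high; 0% = DMSO wells and 100% = 60 µM reference IDE inhibitor Ii1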
IMP-1 inhibitor: inhibitors of Pseudomonas aeruginosa IMP-1 metallo-beta-lactamase; purified IMP-1, nitrocefin hydrolysis, epi-absorbance fluorescence; inhibition, % at 5.6 µM; 290,000 compounds, 0.45% hits;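 active = inhibition above the mean plus 3 SD of all compounds in the same screening run, cut at about 4.5% in these data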;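 note: 0% = IMP-1 with DMSO and 100% = DMSO wells lacking enzyme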
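Assay system: purified recombinant IMP-1 beta-lactamase. Input: IMP-1 0.2 nM before substrate addition. Buffer or medium: Zinc- and detergent-supplemented HEPES buffer, pH 7.1. Schedule: 25 °C, 15 min preincubation, 25 min reaction. Signal: Epi-absorbance fluorescence, 480 nm excitation, 530 nm emission. Evaluation: percent inhibition from optical density relative to buffer-blank wells.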
UBC9 SUMO inh: SUMOylation inhibition; P63279; inhibition, % at 35 µM; HTRF SUMOylation assay, SAE1/SAE2 + UBC9, in vitro; AID 2006; 290,000 compounds, 0.36% hits; in the data active = inhibition above about 50%, passing the limit was not always enough; note: strong numbers were not always called active
Target sequence (P63279 whole entry, looked up): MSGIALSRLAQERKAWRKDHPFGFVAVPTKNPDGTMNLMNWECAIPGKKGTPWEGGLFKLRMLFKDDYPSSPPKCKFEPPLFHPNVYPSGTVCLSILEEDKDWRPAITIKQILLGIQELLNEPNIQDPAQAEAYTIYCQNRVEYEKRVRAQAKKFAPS
GalR3 antagonist: human GalR3 antagonism; O60755; HEK293 GalR3-CNG cAMP membrane potential fluorescence; galR3 body fused to GalR1 C-terminus; inhibition, % at 3 µM; 360,000 compounds, 0.44% hits; AID 651719;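 active = inhibition above the screen-wide average plus 3 SD, cut at about 13% in these data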;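 note: forskolin and galanin both at EC90 stimulate the cells; cAMP rise reported by CNG channel membrane potential dye signal; 0% = forskolin plus galanin with DMSO and 100% = forskolin alone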
Target sequence (O60755 1-299 limits assumed): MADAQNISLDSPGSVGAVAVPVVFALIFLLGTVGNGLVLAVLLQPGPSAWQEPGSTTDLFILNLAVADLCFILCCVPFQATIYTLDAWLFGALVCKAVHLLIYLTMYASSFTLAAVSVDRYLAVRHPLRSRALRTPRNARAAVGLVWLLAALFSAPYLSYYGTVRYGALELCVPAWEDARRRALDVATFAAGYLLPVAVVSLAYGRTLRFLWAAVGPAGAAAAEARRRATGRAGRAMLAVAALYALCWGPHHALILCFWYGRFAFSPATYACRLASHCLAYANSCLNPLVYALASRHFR
IDE act: activators of human insulin-degrading enzyme in cells | P14735 | HEK cells, FAbeta-B cleavage, fluorescence polarization; 0% vehicle, 100% cell-free pure enzyme wells | activation, % at 5.96 µM | 340,000 compounds, 0.073% hits | AID 493087;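 active = activation above the mean of all tested compounds plus 3 SD, set per screening campaign, cut at about 17% in these data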
VIM-2 inhibitor: inhibitors of Pseudomonas aeruginosa VIM-2 metallo-beta-lactamase; purified VIM-2, nitrocefin hydrolysis, epi-absorbance fluorescence; inhibition, % at 5.6 µM; 290,000 compounds, 0.89% hits; AID 1527;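 active = inhibition above the mean of all tested compounds plus 3 SD, cutoff set per screening run, cut at about 7.5% in these data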;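 note: red hydrolysis product quenches plate fluorescence so inhibitors raise well fluorescence; 0% = enzyme with DMSO and 100% = DMSO without enzyme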
pCIP destab: lowers stability of the mouse p/CIP coactivator protein. decrease of EGFP signal, % at 10 µM. F442A p/CIP-EGFP cells, EGFP fluorescence, 16 h. Q05BA5. 290,000 compounds, 0.01% hits;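 active = EGFP signal decrease of at least 30% at 10 µM or well 3 SD below plate mean, unless failing retest; inactive = the rest, including hits failing retest or dose response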; note: some compounds called inactive have numbers as strong as hits; many of its hits are not listed in these tables
* hit, by the source's call; nt = not tested or not shown.

SMILES	CRFBP-R2 block	NS3 helicase inh	IDE inh	IMP-1 inhibitor	UBC9 SUMO inh	GalR3 antagonist	IDE act	VIM-2 inhibitor	pCIP destab
Cc1cccc(-c2noc(Cc3ccc(Cl)cc3)n2)c1	5.3	-6.0	-1.9	0.0	-3.0	2.2	-0.3	-4.7	1.3
CSc1nc(NCc2ccco2)c2sc3nc(C(C)C)c4c(c3c2n1)CC(C)(C)OC4	-13.2	4.4	6.9	-3.8	-29.3	-0.1	2.7	-1.4	4.9
Cc1ccnc(NC(=O)C2CCCN(c3ncnc4c3nc3n4CCCCC3)C2)c1 (centres undefined)	-6.7	8.2	4.7	-0.2	21.7	0.0	4.8	1.3	-4.9
CCOC(=O)c1c(NC(=O)CSc2nnc(CN3CCOCC3)n2C)sc2c1CCCC2	0.5	-1.4	15.0	-5.2	1.8	-0.5	-25.7	1.2	3.0
c1cc(CNC23CC4CC(CC(C4)C2)C3)ccn1	23.7	-2.0	5.3	-0.9	20.5	5.3	4.3	-1.2	-3.1
CN(C)S(=O)(=O)c1ccc(C(=O)OCC(=O)Nc2ccc3c(c2)OCO3)cc1	6.8	nt	-0.6	nt	nt	-4.7	2.9	nt	nt
CCOC(=O)CSc1nc2ccccc2c(=O)n1CCN1CCOCC1	-3.1	-0.4	-2.7	-0.9	13.7	-4.9	-1.2	-1.1	-10.9
COc1ccccc1CNC(=O)c1ccc(CS(=O)(=O)c2ccccc2C)o1	-16.2	-2.0	-0.7	-1.0	18.3	1.6	3.4	-0.4	-0.5
CN(Cc1ccc(Br)cc1)C(=O)CCN1C(=O)c2cccc([N+](=O)[O-])c2C1=O	12.0	-6.3	-1.0	-1.9	12.3	-9.1	-3.6	-2.0	-4.6
O=C(O)CONC(=O)c1cc(OCC(F)(F)F)ccc1OCC(F)(F)F	13.6	-3.3	5.0	-2.2	14.0	-2.5	1.1	-1.8	-5.4
Cc1cccc(C)c1Nc1nnc(SCC(=O)NC(=O)c2cccn2C)s1	19.6	-3.0	1.0	-4.3	22.8	-4.0	-0.3	-2.4	3.4
CC(C)N(CCn1cnc2c([nH]c3ccccc32)c1=O)C(C)C	-10.7	-0.3	3.9	-1.1	13.1	-7.2	10.3	1.7	5.1
N#Cc1ccc(Oc2ccc(-c3cnc4ccccc4n3)cc2)cc1C#N	-6.0	-5.1	4.9	-1.9	9.2	0.6	10.4	-1.0	-22.8
CCOC(=O)C1CCCN(c2c(NCCc3ccc(S(N)(=O)=O)cc3)c(=O)c2=O)C1 (centres undefined)	-3.5	-5.8	2.9	-3.0	10.7	3.0	-1.5	-0.1	0.9
CCSc1nc(C)c(CCOc2cccc(C)c2)c(=O)[nH]1	-13.2	-2.9	1.8	-2.5	0.0	-8.5	9.7	-2.0	-8.8
Clc1ccc(CNCC2CCCO2)cc1 (centres undefined)	6.2	6.8	nt	-3.0	-0.1	-11.4	0.8	-0.5	-0.6
COC(=O)C1=C(C)N(Cc2ccccc2)C(=NCc2cc(OC)c(OC)c(OC)c2)N[C@H]1c1ccccc1	-8.4	-102.0	4.4	-2.8	15.8	nt	6.0	-0.4	-13.5
CN(C)C(=O)c1cc([N+](=O)[O-])ccc1O	-12.1	-1.1	-4.2	-3.0	15.6	-8.9	-0.7	-3.4	1.3
O=C(Nc1c2c(nn1-c1ccc(F)cc1)CS(=O)C2)c1ccc(Br)o1 (centres undefined)	-3.1	12.9	-1.5	-1.1	1.0	-2.6	0.8	-2.3	11.7
CC(C)CN1CCN(Cc2cccn2-c2ccc(Cl)cn2)CC1CCO (centres undefined)	-0.6	6.1	2.9	-2.4	2.3	-1.0	-4.6	-3.2	1.4
CS(=O)(=O)Nc1ccccc1C(=O)NCCSCc1ccccc1	3.6	-5.2	5.7	-0.9	22.0	-2.1	0.7	-1.4	-2.1
O=C(COc1ccc(Br)cc1CNC1CCCC1)Nc1ccccc1	-84.5	-20.4	0.3	-3.4	-0.6	-10.6	-0.2	-1.8	-4.7
COc1cc2c(C)nc3c(cnn3-c3ccccc3)c2cc1OC	7.4	-1.7	3.4	-1.1	7.5	-2.3	1.3	-2.5	-2.4
Cc1cccc(-n2c(C)c(C)c3c(N)ncnc32)c1	-15.3	3.4	4.7	-1.7	2.6	-1.0	5.9	-1.9	-24.5
COc1ccc(O)c(/C=N/N=C2/C(=O)Nc3ccccc32)c1	-10.4	-1.1	-7.3	-3.3	15.4	-2.3	-3.1	-1.9	-0.6

Of the compounds above, 2 have fluorine:
SMILES	CRFBP-R2 block	NS3 helicase inh	IDE inh	IMP-1 inhibitor	UBC9 SUMO inh	GalR3 antagonist	IDE act	VIM-2 inhibitor	pCIP destab
O=C(O)CONC(=O)c1cc(OCC(F)(F)F)ccc1OCC(F)(F)F	13.6	-3.3	5.0	-2.2	14.0	-2.5	1.1	-1.8	-5.4
O=C(Nc1c2c(nn1-c1ccc(F)cc1)CS(=O)C2)c1ccc(Br)o1 (centres undefined)	-3.1	12.9	-1.5	-1.1	1.0	-2.6	0.8	-2.3	11.7

New compounds follow
SMILES	CRFBP-R2 block	NS3 helicase inh	IDE inh	IMP-1 inhibitor	UBC9 SUMO inh	GalR3 antagonist	IDE act	VIM-2 inhibitor	pCIP destab
CC(C)CCNC(=O)[C@H](CC(C)C)NC(=O)[C@H]1O[C@@H]1C(=O)O	nt	12.2	-1.1	-1.8	-6.5	nt	nt	-3.2	-9.4
CCCCCCOc1ccc(N2C(=O)CC(N3CCN(CCN=CC4=C(O)CC(C)(C)CC4=O)CC3)C2=O)cc1 (centres undefined)	-2.5	11.9	3.8	-3.1	8.3	-6.3	0.9	-4.3	5.9
C=CCn1c(SCC(=O)Nc2ccc(C(=O)OC(C)C)cc2)nnc1-c1cccs1	42.7	2.0	-4.2	-2.0	-11.6	0.3	-3.0	1.1	-9.4
CN(C)NC(=O)C12CCC(C)(C(=O)O1)C2(C)C (centres undefined)	0.5	-0.6	1.2	-2.5	-1.6	-3.4	5.3	-0.2	1.1
CCOC(=O)c1[nH]c2ccccc2c1NC(=O)c1nonc1C	-9.3	-7.0	-5.0	2.3	24.8	-3.1	-0.8	-3.5	-3.1
OCCN1CCN(CCSc2ccccc2)CC1	-9.4	-4.8	4.6	-0.9	-0.2	-4.7	3.9	-0.5	-1.9
Cc1ccc(S(=O)(=O)NCCSc2nnnn2-c2ccc(C(N)=O)cc2)cc1	1.8	-2.2	7.8	-1.6	3.3	3.2	4.7	2.4	-8.8
COc1ccc(CCNC(=S)Nc2ccccc2C)cc1	7.5	-2.8	-4.8	-1.8	10.7	0.5	1.3	-4.0	2.4
Cc1cc(NC(=O)c2ccc(N3C(=O)CCC3=O)cc2)no1	22.8	7.7	4.0	1.6	-35.3	0.2	-2.1	-1.5	1.6
OC(COc1ccc(CNCc2cccnc2)cc1)CN1CCc2ccccc2C1 (centres undefined)	-11.3	-10.8	2.3	-3.2	-1.9	-3.0	-1.1	-1.8	2.1
O=C(COc1ccccc1)NC(=S)Nc1ccc(Br)cn1	1.9	1.2	0.2	-2.4	-0.4	-3.9	nt	-3.9	-13.7
CC(C)(CSc1nncn1/N=C/c1ccco1)NS(=O)(=O)c1ccc(Cl)cc1	-5.4	8.0	1.4	-2.0	7.5	10.4	1.3	-3.9	-7.5
COc1ncccc1C(=O)NC1CCCc2c1cnn2-c1ccc(C)c(C)c1 (centres undefined)	5.0	-3.2	0.5	-2.0	5.4	4.5	4.6	-0.5	-5.8
CCOC(=O)N1CCN(CC(=O)Nc2cc(C)nn2-c2nc3ccccc3s2)CC1	-0.2	0.4	-2.0	-4.4	-10.2	-9.2	0.5	-2.4	0.4
COCCSc1ccccc1C(=O)Nc1ccc(Cl)cn1	7.0	-2.2	11.8	-4.5	4.9	-2.4	1.4	-0.6	-10.9
COc1ccc(NC(=O)Cc2coc3cc(C)ccc23)cc1S(=O)(=O)N1CCOCC1	10.7	0.1	16.0	0.7	0.5	-8.7	-9.9	-0.3	-3.7
Nc1ccc2c(c1)C(=O)N(CCCCCC(=O)O)C2	-4.4	3.5	-0.1	-5.7	27.5	-2.1	1.7	-1.6	-7.0
C/C(Cl)=C/Cn1c(SCc2ccc(Cl)cc2)nc2c1c(=O)[nH]c(=O)n2C	-6.3	-2.9	nt	-1.8	38.7	2.1	2.3	-2.9	-0.2
Cc1ccc(Oc2ncccc2NC(=O)CC(CC(=O)O)c2ccccc2)c2c1CCC2 (centres undefined)	-5.2	-2.3	-2.2	-3.5	30.1	-5.0	-0.1	-2.4	3.5
O=C(COC(=O)c1cn(-c2ccccc2)nc1-c1ccccc1)c1ccc([N+](=O)[O-])cc1	nt	-3.7	-3.5	1.2	-8.3	nt	nt	-3.3	-23.6
COc1cccc(CCNC(=O)C2CCC(=O)N(Cc3cccc(OC)c3)C2)c1 (centres undefined)	-1.0	-1.5	-3.3	-0.8	9.0	-9.0	3.5	-0.8	-5.2
CCn1c(C)nc2cc(C(=O)n3cc(C(=O)c4ccccc4O)cn3)ccc21	nt	-3.3	nt	-2.0	-12.1	nt	nt	-2.8	-3.3
Cc1cc2oc(=O)cc(CN3CCN(S(=O)(=O)c4ccc5c(c4)OCCO5)CC3)c2cc1C	4.4	1.4	2.9	-1.2	15.6	-2.6	0.8	-0.1	-14.4
Cc1cc(=O)oc2cc(NC(=O)CCCC(=O)O)ccc12	19.5	-1.6	1.4	-1.8	-5.0	-1.6	3.2	-0.4	-2.0
CS(=O)(=O)N1CCN(c2ccccc2NC(=S)NC(=O)c2cccs2)CC1	-33.9	5.7	3.6	-2.8	-19.1	-3.8	1.3	-4.8	-13.8
(cont.)
SMILES	CRFBP-R2 block	NS3 helicase inh	IDE inh	IMP-1 inhibitor	UBC9 SUMO inh	GalR3 antagonist	IDE act	VIM-2 inhibitor	pCIP destab
CCN1CCN(c2ccc(NC(=O)c3cc(S(=O)(=O)N4CCCC4)ccc3Cl)cc2)CC1	12.8	nt	0.5	nt	nt	1.0	5.2	nt	nt
CC(C)(C)c1ccccc1OCCOCCNCc1ccccc1	-95.4	-71.4	-4.7	-3.4	-6.2	-3.9	4.9	1.1	-11.7
COc1ccccc1C(=O)Nc1ccnn1C1CCN(CC2CC=CCC2)CC1 (centres undefined)	-3.2	-3.3	-2.6	-1.3	-6.5	-1.6	2.2	-2.6	11.1
O=S(=O)(Nc1cccc(-c2ccc3nncn3n2)c1)c1ccc(Cl)s1	0.0	3.9	-2.0	-2.5	4.5	-3.6	1.8	0.9	4.3
C=CCn1c(COc2cccc(C)c2C)nnc1SCC(=O)N1CCN(c2ccccc2)CC1	5.7	-1.9	26.9*	-2.8	-19.7	-2.3	-16.6	-1.9	1.1
COc1ccc(N2CCN(Cc3nc(-c4ccc(Cl)cc4Cl)no3)CC2)cc1	-14.7	-0.8	-2.4	2.2	-3.7	-4.9	-1.7	-3.1	2.1
CC(C(=O)Nc1ccc(F)c(F)c1F)N(C)CC(=O)Nc1ccccc1Br (centres undefined)	6.6	1.6	0.4	-2.0	-8.7	-2.0	-3.8	-3.8	12.6
O=C(CP(=O)(c1ccccc1)c1ccccc1)Nc1nc2ccc(Cl)cc2s1	-34.1	0.5	2.7	-3.2	15.3	-3.1	-2.4	-2.4	0.0
